High-throughput results: PubChem BioAssay, several laboratories
PLAP act: human PLAP activation; activation fold at 20 µM; P05187; purified PLAP enzyme, luminescent substrate read-out; hits give high values; 96,000 compounds, 1.2% hits; AID 696; in the data active = activation fold above about 2
Target sequence (P05187 whole entry, looked up): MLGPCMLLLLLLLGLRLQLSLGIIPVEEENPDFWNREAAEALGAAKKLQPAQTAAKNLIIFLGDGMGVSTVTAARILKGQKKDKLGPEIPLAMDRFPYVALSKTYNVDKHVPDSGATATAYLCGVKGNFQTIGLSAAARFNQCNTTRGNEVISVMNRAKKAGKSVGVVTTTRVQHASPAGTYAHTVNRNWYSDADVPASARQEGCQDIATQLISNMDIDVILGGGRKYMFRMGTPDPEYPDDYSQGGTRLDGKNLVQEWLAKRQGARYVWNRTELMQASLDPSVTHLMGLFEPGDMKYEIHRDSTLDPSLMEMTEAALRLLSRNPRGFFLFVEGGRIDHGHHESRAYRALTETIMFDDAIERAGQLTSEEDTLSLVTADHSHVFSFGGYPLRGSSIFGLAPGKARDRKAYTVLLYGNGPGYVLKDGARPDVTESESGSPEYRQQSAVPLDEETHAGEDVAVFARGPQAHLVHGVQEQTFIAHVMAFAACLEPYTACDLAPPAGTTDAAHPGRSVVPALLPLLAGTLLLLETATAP
EphB4 antag: blocks human EphB4 binding to ephrin-B2; P54760; EphB4 LBD / TNYL-RAW-Alexa532 peptide, fluorescence polarization; inhibition, % at 7 µM; 97,000 compounds, 0.15% hits; AID 720;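 active = inhibition above the screen-wide mean inhibition plus 3 SD, cut at about 15% in these data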;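 also: 0% = DMSO wells and 100% = excess unlabeled TNYL-RAW peptide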
CYP2C9 act: CYP2C9 (human) activation | P11712 | recombinant CYP2C9, luciferin-H conversion, luminescence; hits give high values; factor 1 = untreated enzyme, 0 = blocked | activation factor at 5 µM | 96,000 compounds, 1.4% hits | AID 1024;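 active = activation factor of 2 or more for CYP2C9 at a 5 µM dose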;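 also: 0 = sulfaphenazole-blocked wells and 1 = vehicle-only wells; values of inactives mirror those of a sister screen read the other way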
Target sequence (P11712 whole entry, looked up): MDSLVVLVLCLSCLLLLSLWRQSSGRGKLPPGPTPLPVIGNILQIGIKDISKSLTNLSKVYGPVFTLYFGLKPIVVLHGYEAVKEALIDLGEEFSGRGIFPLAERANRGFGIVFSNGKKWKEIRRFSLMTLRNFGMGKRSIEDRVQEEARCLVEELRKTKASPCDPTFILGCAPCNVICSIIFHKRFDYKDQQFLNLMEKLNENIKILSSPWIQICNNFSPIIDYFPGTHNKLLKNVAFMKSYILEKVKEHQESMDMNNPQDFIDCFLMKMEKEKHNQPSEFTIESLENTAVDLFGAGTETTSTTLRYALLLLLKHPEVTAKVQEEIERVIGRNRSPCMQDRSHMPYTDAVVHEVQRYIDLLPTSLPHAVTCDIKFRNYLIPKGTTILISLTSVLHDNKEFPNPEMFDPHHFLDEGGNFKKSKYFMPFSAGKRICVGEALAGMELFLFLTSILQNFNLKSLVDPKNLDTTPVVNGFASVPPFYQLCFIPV
CYP2C19 activ: cytochrome P450 2C19 (human) activation. P33261. recombinant CYP2C19, luciferin-H EGE luminescence; hits give high values; 0 = fully inhibited enzyme, 1 = untreated enzyme. activation factor at 5 µM. 96,000 tested, under 10 active;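 active = activation factor of at least 2 at 5 µM in the primary screen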;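 also: 0 = wells with 2.5 mM tranylcypromine and 1 = vehicle-only wells; values of inactives mirror those of a sister screen read the other way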
PostGolgi yeast: growth inhibition of a yeast mutant, post-Golgi transport screen; post-Golgi transport phenotypic cell assay; inhibition, % at 10 µM; 98,000 compounds, 0.9% hits; in the data active = inhibition above about 30%;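 also: yeast cells grown in 1536-well plates; yeast grown about 18 h at 30C before absorbance read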
E coli WT exp: E. coli BW25113 growth inhibition, expanded screen | 98,000 compounds, 0.15% hits | OD600 absorbance | growth inhibition, % at 100 µM | AID 710;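 active = growth inhibition above about 50% at one test dose, limit read from the data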;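 also: growth measured after 20 h incubation at 37 °C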
CYP2C19 inh: blocks human cytochrome P450 2C19. P33261. inhibition, % at 5 µM. CYP2C19 Supersomes, luciferin-H EGE luminescence, 30 min. 96,000 compounds, 21% hits. AID 778;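 active = CYP2C19 inhibition above a set limit at 5 µM in the primary screen, cut at about 50% in these data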;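 also: plate controls were negative control wells for no effect and 2.5 mM tranylcypromine positive control for full effect; values of inactives mirror those of a sister screen read the other way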
CYP2C9 inhib: human CYP2C9 inhibition. 96,000 compounds, 20% hits. inhibition, % at 5 µM. CYP2C9 Supersomes, luciferin-H conversion, luminescence;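 active = blocking of liver enzyme CYP2C9 beyond about 50% at 5 µM, limit read from the data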; also: values of inactives mirror those of a sister screen read the other way
Pyk2 oligo antag: blocks oligomerization of human Pyk2 in cells; z-score (the deposit names both 25 µM and 10 µM); AID 1347419; 99,000 compounds, 0.83% hits; Q293 cells, Pyk2 FERM NanoBiT luminescence; hits give low values;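 active = Z-score of -3 or lower, scaled per plate to the spread of control and sample wells; inactive = z-score above -3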;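 also: negative z-score means lost luminescence so less FERM oligomerization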
* hit, by the source's call; nt = not tested or not shown.

item	smiles	PLAP act	EphB4 antag	CYP2C9 act	CYP2C19 activ	PostGolgi yeast
1	COC(=O)c1ccc(CSc2ncn[nH]2)o1	1	-2	1.1	0.8	-2
2	O=C(NCc1ccco1)NC12CC3CC(CC(C3)C1)C2	1	-4	1	0.9	0
3	CN1CCN(S(=O)(=O)c2ccc(NC(=O)c3ccc(Br)o3)cc2)CC1	0.9	2	0.9	1	-36
4	CCCc1nc2ccccc2c(=O)n1NC(=O)c1c(O)c2cccc3c2n(c1=O)CCC3	1.3	-6	1.1	1.2	18
5	Nc1ccc2c(c1)N1CCN=C1S2	0.9	-9	1	1	-2
6	CC(C)CCNC(=O)COc1ccc2c3c(c(=O)oc2c1)CCC3	0.9	10	0.8	1.1	0
7	O=C(CC1NC2CCCCC2NC1=O)Nc1cccc(C(F)(F)F)c1 (stereo not drawn)	1	6	1.2	1.2	-3
8	COc1ccc(NC(=O)CCN2CCC(C)CC2)cc1	0.8	-5	0.9	0.9	-6
9	CCCc1cc(N2CCCC2)n2nc(C)c(-c3ccccc3)c2n1	0.9	-6	1	0.9	1
10	C/C(N)=C(/C#N)C(=O)CSc1nnc(NC(C)C)s1	0.9	5	0.7	0.4	-4
11	COc1ccc(OC)c(NC(=O)CSc2nnc(CCCO)n2-c2ccccc2)c1	1.1	-2	1	0.8	-5
12	O=C(NNC1=C(C(=O)C(F)(F)F)CCC1)c1ccc(Cl)cc1	1.2	0	0.5	1	0

item	E coli WT exp	CYP2C19 inh	CYP2C9 inhib	Pyk2 oligo antag
1	8	24	-10	-0.06
2	1	8	-2	-0.39
3	12	3	8	1.6
4	-5	-16	-5	-0.09
5	-2	1	4	0.07
6	-7	-5	24	2.3
7	5	-16	-19	0.68
8	8	8	7	4
9	-10	11	3	0.99
10	4	56*	31	0.43
11	5	17	4	0.63
12	17	2	50*	0.32

item	smiles	PLAP act	EphB4 antag	CYP2C9 act	CYP2C19 activ	PostGolgi yeast
13	O=C(c1cccn(Cc2cccc(Cl)c2)c1=O)N1CCOCC1	0.9	-14	0.9	1.1	19
14	N#Cc1ccc(-c2ccco2)nc1SCc1ccccc1	0.8	7	0.8	1	-3
15	CC(C)[C@H](NC(=O)OC(C)(C)C)c1nnc(S(=O)(=O)Cc2c(F)cccc2Cl)o1	1.2	nt	0.9	1	nt
16	COc1cccc(C(=O)Cn2c(=N)n(C)c3ccccc32)c1	1.4	nt	0.9	0.9	2
17	C#CCSc1nnc(-c2sc3ccccc3c2Cl)o1	0.8	0	0.7	0.7	0
18	CC(c1ccccc1)n1cc(C(=O)NCc2ccccn2)nn1 (stereo not drawn)	1.1	6	1.1	0.9	2
19	CC(C)C(=O)N=c1sc2cc(F)cc(F)c2n1C	0.9	3	1	0.6	-3
20	CSc1nc(-c2ccccc2)nn1S(=O)(=O)c1ccc(Cl)cc1	0.9	1	1.3	1	-7
21	CCOC(=O)CCP(=O)(O)C(O)c1ccc(OC)cc1 (stereo not drawn)	1.1	-5	0.9	1	-2
22	COc1ccc(CCNC(=O)C23CN(Cc4ccccc4)CC2C(c2ccc([N+](=O)[O-])cc2)=NO3)cc1 (stereo not drawn)	1.4	4	0.4	0.2	-6
23	O=C(NC1CCCCC1)N1CCCc2ccccc21	1.1	nt	0.9	0.5	-1
24	CCOC(=O)N1CCC(NC(=O)c2ccc3snnc3c2)CC1	0.8	nt	0.9	0.9	9

item	E coli WT exp	CYP2C19 inh	CYP2C9 inhib	Pyk2 oligo antag
13	1	-12	5	-0.04
14	-1	-1	21	-0.1
15	nt	2	9	-2.3
16	8	14	11	0.48
17	-5	25	27	0.32
18	6	14	-8	-0.52
19	-7	42	0	nt
20	-3	-5	-35	0.26
21	2	0	6	-0.57
22	-5	81*	59*	nt
23	-4	53*	14	1.2
24	1	6	7	nt

item	smiles	PLAP act	EphB4 antag	CYP2C9 act	CYP2C19 activ	PostGolgi yeast
25	O=C(NCCN1CCN(C(=O)c2cccs2)CC1)c1cccs1	0.9	4	0.6	0.9	-5
26	O=C(c1cccs1)N1CCCC(c2ccccc2)C1 (stereo not drawn)	0.9	-6	0.5	0.1	-2
27	CC(C)c1ccc(Nc2nc(NCc3ccco3)nc(N3CCOCC3)n2)cc1	0.9	2	0.6	0.9	5
28	Cc1ccc(S(=O)(=O)N2CCN(C(=O)CN3CCCCC3)C2C(C)C)cc1 (stereo not drawn)	1.7	-6	1.3	0.6	-1
29	CCOC(=O)N1CCN(C(=O)c2ccc(CS(=O)(=O)c3ccccc3OC)o2)CC1	1.1	0	0.8	1	-3
30	COc1cc(C2NC(=O)NC(O)(C(F)(F)F)C2C(C)=O)cc(OC)c1OC (stereo not drawn)	1	-3	1	0.9	6
31	O=C(/C=C/c1ccc([N+](=O)[O-])cc1)NCC1CCCO1 (stereo not drawn)	0.9	-12	1.2	1.1	4
32	O=C(CN(Cc1ccccc1F)C(=O)c1ccco1)NCc1ccc(F)cc1	0.9	3	1.2	0.6	-11
33	COc1cc(/C=N/N=C(/N)c2nonc2N)cc(Br)c1OCc1cccc(C)c1	0.6	-2	0.9	1	-9
34	COc1ccccc1OCC(=O)Nc1ccc(C(N)=O)cc1	0.8	-1	0.8	0.9	1
35	Cc1cc(NS(=O)(=O)c2ccc(NC(=O)Cc3cccs3)cc2)no1	0.9	3	0.9	1	0
36	O=C1CSC(c2ccccn2)N1c1ccc(Cl)c(Cl)c1 (stereo not drawn)	1.1	3	0.9	0.4	-16

item	E coli WT exp	CYP2C19 inh	CYP2C9 inhib	Pyk2 oligo antag
25	10	10	43	0.44
26	9	85*	53*	-0.94
27	-7	8	40	-0.91
28	-6	36	-29	1.2
29	0	-3	22	0.25
30	1	10	4	nt
31	9	-12	-16	0.3
32	1	37	-20	-0.82
33	-5	-3	10	-0.29
34	4	7	19	0.72
35	5	-1	6	-0.69
36	-2	63*	9	-0.28

5 compounds drawn at random from the list so far, as already listed:
item	smiles	PLAP act	EphB4 antag	CYP2C9 act	CYP2C19 activ	PostGolgi yeast
34	COc1ccccc1OCC(=O)Nc1ccc(C(N)=O)cc1	0.8	-1	0.8	0.9	1
33	COc1cc(/C=N/N=C(/N)c2nonc2N)cc(Br)c1OCc1cccc(C)c1	0.6	-2	0.9	1	-9
32	O=C(CN(Cc1ccccc1F)C(=O)c1ccco1)NCc1ccc(F)cc1	0.9	3	1.2	0.6	-11
31	O=C(/C=C/c1ccc([N+](=O)[O-])cc1)NCC1CCCO1 (stereo not drawn)	0.9	-12	1.2	1.1	4
25	O=C(NCCN1CCN(C(=O)c2cccs2)CC1)c1cccs1	0.9	4	0.6	0.9	-5

item	E coli WT exp	CYP2C19 inh	CYP2C9 inhib	Pyk2 oligo antag
34	4	7	19	0.72
33	-5	-3	10	-0.29
32	1	37	-20	-0.82
31	9	-12	-16	0.3
25	10	10	43	0.44

The list continues.
item	smiles	PLAP act	EphB4 antag	CYP2C9 act	CYP2C19 activ	PostGolgi yeast
37	c1ccc2c(c1)CCN(c1ncnc3c1[nH]c1ccccc13)C2	1	nt	0.1	0	1
38	Cc1cccc(-n2c(O)c(C=NC3CCS(=O)(=O)C3)c3ccccc3c2=O)c1 (stereo not drawn)	1	-12	0.9	0.9	3
39	COc1ccc(S(=O)(=O)N2CCSC2c2ccc(N)cc2)cc1 (stereo not drawn)	1	-5	0.6	0	-1
40	CC(=O)C1=C(O)C(=O)N(Cc2ccco2)C1c1ccccc1 (stereo not drawn)	0.9	nt	1.1	1.2	0
41	COc1ccc(-c2nnc(NC(=O)C3CCCO3)s2)cc1 (stereo not drawn)	1.1	4	1.3	1.1	9
42	CCOC(=O)COc1nc(N(C)C)nc(N(C)C)n1	1	-5	1	0.9	-6
43	Cc1ccc(NC(=O)COc2ccc3oc4c(c3c2)CCCC4)nc1	1	0	0.4	0.7	1
44	Cc1ccc2nc(-c3ccc(SCC(=O)O)nc3)[nH]c2c1	0.9	-3	0.8	0.9	8
45	CCOc1ccc(CCNC(=O)C2CCC(=O)N2CCc2ccccc2)cc1OCC (stereo not drawn)	1.3	9	0.3	1	-1
46	Cc1ccccc1OCc1nc(-c2ccccc2)no1	1.1	8	1.1	1	-7
47	Cc1ccc(-n2c(N)c(C(=O)N3CCCCC3)sc2=S)cc1	0.9	-3	0.7	0.3	0
48	CCOc1ccccc1NC(=O)CN(c1ccc(OC)cc1)S(=O)(=O)c1c(C)noc1C	1.4	-6	0.1	0.1	-2

item	E coli WT exp	CYP2C19 inh	CYP2C9 inhib	Pyk2 oligo antag
37	-2	95*	95*	-2.7
38	-2	10	8	0.62
39	4	97*	36	1.7
40	-25	-24	-8	0.72
41	-6	-12	-27	0.22
42	-17	8	2	1.2
43	-6	31	55*	1.6
44	-1	13	19	1
45	2	4	68*	1.1
46	0	-1	-8	-0.41
47	-2	67*	26	0.47
48	2	89*	90*	0.32

item	smiles	PLAP act	EphB4 antag	CYP2C9 act	CYP2C19 activ	PostGolgi yeast
49	Cc1ccc(NC(=O)CCNS(=O)(=O)c2ccc3c(c2)oc(=O)n3C)c(C)c1	0.9	0	1.2	0.9	6
50	CN(C)S(=O)(=O)c1ccc(C(=O)N2CCCC2c2nc3ccccc3s2)cc1 (stereo not drawn)	nt	4	nt	nt	16
51	Cc1ccccc1Oc1cccc(C(=O)/C(C#N)=C/N(C)C)c1	1.6	2	0.2	0.1	21
52	CC(C)CCCC(C)NS(=O)(=O)Cc1ccccc1 (stereo not drawn)	0.9	-3	0.1	0.5	1
53	Cc1cccc(C)c1NC1=NC2(CCCCC2)N=C(N)N1	1	-1	1	1.1	5
54	CCOC(=O)c1c(C)n(C(=O)c2ccco2)c(=O)n1C(=O)c1ccco1	0.9	-3	0.9	1	-6
55	Cc1cc(C)cc(NC(=O)N2CCC(c3nc4ccccc4o3)CC2)c1	0.9	-3	1.1	1	9
56	O=C(NNS(=O)(=O)c1ccccc1)C1CCN(S(=O)(=O)c2ccccc2)CC1	1.1	6	1	1.1	-4
57	CCOc1ccc(C2C(C(=O)OC)=C(C)N=C3SCCC(=O)N32)cc1OCC (stereo not drawn)	1.4	3	0.7	0.9	-1
58	Cc1[nH]n2c(=O)c3c(nc2c1-c1ccccc1)CCCC3	1.5	3	1	0.9	1
59	O=C(O)C1C(c2ccccc2)C(C(=O)Oc2ccc(O)cc2)C1c1ccccc1 (stereo not drawn)	0.7	8	0.2	0.9	2
60	CCN1CCN(c2ncc(C(=O)Nc3c(F)cc(F)cc3Br)c3ccccc23)CC1	1.5	nt	1.3	0.8	-22

item	E coli WT exp	CYP2C19 inh	CYP2C9 inhib	Pyk2 oligo antag
49	-6	11	-22	0.43
50	-7	nt	nt	-0.39
51	5	89*	79*	2.8
52	5	55*	92*	0.76
53	-6	-6	-1	1.8
54	-2	-2	13	-0.23
55	-2	4	-9	1.5
56	6	-14	4	0.36
57	1	12	26	2
58	3	8	4	-0.38
59	3	11	80*	-0.11
60	-6	22	-26	-1

item	smiles	PLAP act	EphB4 antag	CYP2C9 act	CYP2C19 activ	PostGolgi yeast
61	OCCN(CC(O)Cn1ccc2ccccc21)CC(O)Cn1ccc2ccccc21 (stereo not drawn)	1.4	3	0.8	0.7	1
62	C=CCc1ccccc1OCC(O)CN1CCN(Cc2ccc3c(c2)OCO3)CC1 (stereo not drawn)	1.4	-5	0.6	0.5	99*
63	CCCn1c(/N=C/c2ccc3c(c2)OCO3)nc2ccccc21	1	-9	1	1	-5
64	CC1CN(c2nc3ccccn3c(=O)c2/C=C(\C#N)S(=O)(=O)c2ccccc2)CC(C)O1 (stereo not drawn)	1.5	0	0.2	0.2	-5
65	O=S(=O)(c1ccc(Cl)cc1)N1CCN(C2CCN(Cc3ccccc3)CC2)CC1	1.5	-1	0.9	0.9	90*

item	E coli WT exp	CYP2C19 inh	CYP2C9 inhib	Pyk2 oligo antag
61	7	31	22	-0.39
62	-4	48	41	0.68
63	0	4	0	1.4
64	8	85*	84*	-2.5
65	9	8	5	0.16
